NCI-60 one-dose screen, 48 h, at 10 µM unless noted. Numbers give growth in % (100 = growth as untreated, 0 = no growth, -100 = all killed).
HL-60(TB): HL-60(TB) leukemia cells; hit rate 9% among 78,000; AID 1794776; active = growth percent below 10
An asterisk follows results filed as active; & = joins results of further samples; [ ] = another dose, or the depositor's remark.

Compound	HL-60(TB)
Cn1c(=O)c2c(nc3n2CCCN3c2ccc(F)cc2)n(C)c1=O	100.7
CC(=O)OC1CCC2(C)C(=CCC3C2CCC2(C)C(C(=O)CC(C#N)(C#N)C(C#N)C#N)CCC32)C1 (stereo unspecified)	93.8
CC(C)(c1ccc(OP2(=O)OCC3(CC=CCC3)CO2)cc1)c1ccc(OP2(=O)OCC3(CC=CCC3)CO2)cc1 (stereo unspecified)	79.9
Cc1cc(O)c(C(C)C)cc1N	122.1&83.9
NP(=O)(Nc1ccccc1)Nc1ccccc1	105.8
CC(O)c1ccc(NC(=O)C2CCN(c3nc(C(F)(F)F)ccc3C#N)CC2)cc1 (stereo unspecified)	92.5
NC(=S)N/N=C\c1c[nH]c2nccnc12	105.6
COc1cc2c(c(OC)c1OC)-c1ccc(NN(C(=O)c3ccccc3)C(=O)c3ccccc3)c(=O)cc1[C@@H](NC(C)=O)CC2 (tested in a mixture with another compound)	-1.4*
CC(C)CC1C(C)(c2ccccc2)CC1(C)c1ccccc1 (stereo unspecified)	107.1
O=C(CCCSc1nc(-c2ccccc2)cc(-c2ccc(Cl)cc2)n1)NO	-15.8*
CC(C)CNC(=S)N/N=C/c1ccccc1	115.3
COc1nc2cc(C)ccc2cc1-c1nc2c(cnn2-c2ccc(Br)cc2)c(=O)[nH]1	96.6
COc1ccc(/C(C)=N/N=C2C(=O)Nc3ccc(Cl)cc32)cc1S(N)(=O)=O	89.7
CCOC(SCC)C(Nc1ccc([N+](=O)[O-])cc1[N+](=O)[O-])C(OC(C)=O)C(OC(C)=O)C(COC(C)=O)OC(C)=O (stereo unspecified)	97.3
CCCN=C1NC(=O)/C(=C/c2nc(-c3ccc(OC)cc3)n3ccccc23)S1	79.8
CCOc1ccc(C(C)=O)cc1	99.2
CC(C)C1=CC2=CC[C@H]3C(C)(C)C[C@@H](O)C[C@]3(C)[C@H]2CC1	111.3
O=S(=O)(Oc1ccc(Br)cc1)c1ccc(Cl)cc1	85.3
O=C(O)CCNS(=O)(=O)c1ccc(-c2ccccc2)cc1	188.2
O=P(OCC(O)CO)(OCC(O)CO)C(c1ccccc1)(c1ccccc1)c1ccccc1 (stereo unspecified)	86.8
CC(=O)Nc1ccc(-n2cnc3cc(-c4ccc(O)cc4)ccc32)cc1C(F)(F)F	4.5*
S=c1[nH]nc(-c2ccc(Cl)cc2)s1	84.7
OC(c1ccccc1)c1ccc(-c2ccccc2)cc1 (stereo unspecified)	55.1
O=C1CCN(Cc2ccccc2)C(=O)N1	88.5
C=CC(=O)N1CCN(c2cccc(Oc3nccc(Nc4nnc(-c5ccccc5OC)s4)n3)c2)CC1	64.8
COc1cc(NC(=O)CSc2nnc(-c3ccc(-c4nc5ccccc5[nH]4)cc3)o2)cc(OC)c1OC	82.7
CC(C)N(CCOc1ccc(-c2nc3sccn3c2-c2ccnc(S(C)(=O)=O)n2)cc1)C(C)C	85.8
CC1=C(C)CC2C(=O)C=CC(=O)C2C1 (stereo unspecified)	100.6
Cc1cc(S(=O)(=O)N(C)C)cc(NCC(=O)NC(=O)NCC(C)C)c1C	128.3
C=CCOC(CN(CC)CC)CN(CC)CC	81.6
CC(=O)n1nc(C(=O)OCCCc2ccccc2)c2ccccc21	105.9
CCCCOC(=O)/C=C\C(=O)NC(N)=O	56.8
Cc1nn(-c2ccc(S(N)(=O)=O)cc2)c(C)c1N=Nc1ccc2oc(=O)ccc2c1	77.2
COc1nc(NC=O)cc(=O)[nH]1	85.7
CC1(C)CC(C(=O)OCCCCCCCCCCC[P+](c2ccccc2)(c2ccccc2)c2ccccc2)C(C)(C)N1O (stereo unspecified)	-70.8*
O=c1oc2ccccc2cc1C1=NN(c2ccccc2)C(c2cn(-c3ccccc3)nc2-c2ccc(Br)cc2)C1 (stereo unspecified)	105.8
OCC1OC(c2ccc(O)cc2O)C(O)C1O (stereo unspecified)	109.3
CCCCC(CC)CN/C(C)=C/C(C)=O (stereo unspecified)	110.8
CNC(=O)c1cc(Oc2ccc3c(c2)sc2nc(-c4ccc(Cl)c(C(F)(F)F)c4)cn23)ccn1	35.8
CS(=O)(=O)c1ccc(NN)c([N+](=O)[O-])c1	112.4
Cc1ccc(C(=O)CSc2nc3ccccc3c(=O)n2C)cc1	87.4
N#CC1(C#N)C2=C(CCCC2)NC(c2ccco2)C1(C#N)C#N (stereo unspecified)	104.8
CC1=NOC(=O)/C1=C\c1ccc(O)cc1	105.4
O=C(CSc1nnc(CN2CCN(c3cc4c(cc3F)c(=O)c(C(=O)O)cn4C3CC3)CC2)o1)c1cccc(Br)c1	108.9
O=C1C=CC(=Nc2ccc3c(c2)Cc2cc(F)ccc2-3)O1	72.4
CCCCC1COc2cccc3c2N1C=C/C3=C\C(=O)N(C)c1ccccc1 (stereo unspecified)	9.4*
N=NC(=O)c1ccccc1Nc1c(O)[nH]c2ccccc12	78.5
c1ccc(-c2nc3ccccn3c2NCCN2CCOCC2)cc1	101.6
CC(C)c1ccc(C(=O)O)cc1	94.3
Cn1nc(CC#N)c2c(=N)n(N)cnc21	84.4
COc1ccc(-c2nn(-c3cccc(Cl)c3)cc2-c2c(C#N)c(=O)n3nc(-c4ccc(N(C)C)cc4)[nH]c3c2C#N)cc1	83.3
NC(=O)CC(NC(=O)C(F)(F)F)C(=O)O (stereo unspecified)	96.8
CCCCCCCCN1COCC(COc2ccccc2C)OC1 (stereo unspecified)	78.7
Cc1coc(NS(=O)(=O)c2ccc(N=Nc3ccc(O)c4ncccc34)cc2)c1C	96.1
CCOC(=O)c1c(C)nc2ccccc2c1/C=C/c1ccc(C(F)(F)F)cc1	76.9
COc1ccc2c(CCNC(=O)c3nnn(-c4ccc(F)cc4)c3C)c[nH]c2c1	98.1
NC(=O)SCC(=O)Nc1ccccc1-c1ccccc1	80.3
CCCCCCCCCCCCCCCCCCCC(=O)N[C@H]1CCC2(C)C(C1)C[C@@H](O)C1C2C[C@H](O)C2(C)C1CC[C@@H]2[C@H](C)CCC(=O)O (stereo partly specified)	111.4
CC(C)(C)C1CCc2[nH]c(=O)c(C#N)c(C#N)c2C1 (stereo unspecified)	98.5
Fc1ccc(C2Nc3ccccc3-n3cccc32)cc1 (stereo unspecified)	70.2

More results.
mol	HL-60(TB)
COc1ccc2c(c1)C(=O)/C(=C/c1ccc([N+](=O)[O-])o1)O2	-42.3*
CCOP(=O)(OCC)c1nc(-c2ccccc2)oc1N1CCCCC1	105.7
CN1C(=O)N(C)C2NC(N/N=C/c3ccccc3O)=NC21 (stereo unspecified)	105.1
CC(=O)c1c(OC(C)C(=O)O)ccc2ccccc12 (stereo unspecified)	104.0
CCn1cc(-c2ccnc(NCCNS(=O)(=O)c3cccc4ccccc34)c2)c(-c2cccc(O)c2)n1	103.1
CN(C)c1ccc(/C=C(\C#N)c2nc3ccccc3s2)cc1	93.3
Cc1c(Cc2ccccc2)c(=O)oc2c(C)c(OCC(=O)NN3C(=O)CCC3=O)ccc12	107.0
O=S(=O)(NCCCNc1nccc(-n2cnc3ccccc32)n1)c1cccc(F)c1	108.5
Nc1nc2ccccc2[nH]1	99.0&103.6
Cc1cccc(C)c1/C=C1\CN(C(=O)OC(C)(C)C)C/C(=C\c2c(C)cccc2C)C1=O	103.6
O=c1[nH]nnc2ccccc12	103.7
CCOC(=O)/C=C(\C)Nc1ccc(N/C(C)=C/C(=O)OCC)c2c1Oc1ccccc1O2	63.4
Cc1ncc([N+](=O)[O-])n1CCO	97.4&86.9&100.0
CCNC(=O)c1[nH]cc(-c2ccccc2)c1-c1ccccc1OC	94.0
O=C(Nc1ccccc1)Nc1ccc(F)cc1	100.5
O=C(CSc1nnc(COc2cnc3ccccc3n2)o1)Nc1ccc(Cl)c(Cl)c1	127.6

The closing seven records of the section before are carried over, then new ones follow:
mol	HL-60(TB)
Cc1cccc(C)c1/C=C1\CN(C(=O)OC(C)(C)C)C/C(=C\c2c(C)cccc2C)C1=O	103.6
O=c1[nH]nnc2ccccc12	103.7
CCOC(=O)/C=C(\C)Nc1ccc(N/C(C)=C/C(=O)OCC)c2c1Oc1ccccc1O2	63.4
Cc1ncc([N+](=O)[O-])n1CCO	97.4&86.9&100.0
CCNC(=O)c1[nH]cc(-c2ccccc2)c1-c1ccccc1OC	94.0
O=C(Nc1ccccc1)Nc1ccc(F)cc1	100.5
O=C(CSc1nnc(COc2cnc3ccccc3n2)o1)Nc1ccc(Cl)c(Cl)c1	127.6
Oc1c(Cl)c(Cl)c(Cl)c(Cl)c1Cl	75.1
O=C(O)CCCN1C(=O)C2C3CCC(C3)C2C1=O (stereo unspecified)	115.7
OCC[C@@H]1C[C@H]1c1ccc2ccccc2c1	101.7
Cc1ccc2[nH]c(=O)cc(NNC(=S)Nc3ccccc3)c2c1	98.3
Nc1nc(=S)c2ncn(C3OC(CO)CC3O)c2[nH]1 (stereo unspecified)	85.3
COc1ccc(/C(Cl)=N/N=C(\Cl)c2cc(OC)c(OC)c(OC)c2)cc1OC(C)=O	81.2
O=C(O)CSC(=S)c1ccccc1	86.7
O=C1Nc2ccc(Br)cc2C1=O	99.6

4 entries out of the list, sorted by count of non-hydrogen atoms, high to low:
mol	HL-60(TB)
CCn1cc(-c2ccnc(NCCNS(=O)(=O)c3cccc4ccccc34)c2)c(-c2cccc(O)c2)n1	103.1
CCCCCCCCN1COCC(COc2ccccc2C)OC1 (stereo unspecified)	78.7
Cc1ccc(C(=O)CSc2nc3ccccc3c(=O)n2C)cc1	87.4
S=c1[nH]nc(-c2ccc(Cl)cc2)s1	84.7

Remaining list, next part:
mol	HL-60(TB)
C(=N\N1CCCCCC1)/c1ccc(OCc2ccccc2)cc1	105.1
Nc1cc(=O)n(C(=O)CSc2ncnc3c2c(-c2ccccc2)c(-c2ccccc2)n3-c2cccc(Cl)c2)[nH]1	122.6
Nc1ccc2c(c1)C(=O)CCC2	99.0
COC1=CC(=O)C(C)=CC1=O	123.5
Cc1ccc(NC(=O)NCc2ccco2)cc1[N+](=O)[O-]	107.3
N#Cc1c2c(nn(-c3ccccc3)c1=O)C(O)=C([N+](=O)[O-])C(c1ccccc1)C2 (stereo unspecified)	58.5
O=C(O)c1cc(N=Nc2ccc(-c3ccc(N=Nc4c(S(=O)(=O)O)cc5ccc(Nc6ccccc6)cc5c4O)cc3)cc2)ccc1O	98.9
COc1cc(-c2csc(NC(=O)Nc3ccc(F)cc3F)n2)cc(OC)c1OC	47.4
ClC(Cl)(Cl)C(=NNc1ccccc1)C(Cl)(Cl)Cl	106.1
CCCCCCCCCCCC(=O)NCC(=O)O	103.0
O=CNc1ccc2c3c(cccc13)CC2	92.8
COc1ccccc1OS(=O)(=O)c1ccc(C)cc1	83.9
Clc1ccc2c(N3CCN(c4ccnc(Cl)n4)CC3)ccnc2c1	83.6
COc1cc(OC)c(/C=C/C(=O)c2c(O)cc(OC)c(C3CCN(C)CC3)c2OC)c(OC)c1	-35.6*
COc1ccc(-c2cn(Cc3ccc4c(Br)cc(Br)c(O)c4n3)nn2)cc1	48.6
COc1cc(-c2nc3sccn3c2-c2ccnc(SC)n2)ccc1F	90.7
Cc1ccc(C(=N)c2ccccc2Cc2cccc3ccccc23)c(C)c1	86.1
O=C(N/N=C/c1ccc(Br)cc1)c1cc(-c2nc3ccccc3[nH]2)nc2ccccc12	90.5
c1nc(NCC2CCCO2)cc(Nc2ccc(OCCN3CCCC3)cc2)n1 (stereo unspecified)	97.5
CC(C)NNC(=O)c1ccccc1	108.3
NC(=S)N/N=C/c1ccc(F)cc1	113.7
Cc1ccccc1C(=O)NNC(=O)c1ccccc1	44.2
O=C(Nc1ccccc1N1CCCC1=O)c1oc2ccc(F)cc2c1-c1cnn(-c2ccccc2)c1	84.8[50 µM]
O=C(Cl)c1ccccc1C(=O)Cl	111.5
COc1ccc(-c2nnc(CNc3ccc(F)cc3)o2)cc1	97.3
C=CCSc1ccc(Br)cc1	90.5
COc1ccc(/C=C/C(=O)Nc2ccc(-c3nc4ccc(F)cc4s3)cc2)cc1	91.4
OCCN(CCO)c1ccc2c(c1)Cc1cc(F)ccc1-2	103.5
COC(=O)c1ccc(N(C(C)=O)c2cc(C(C)(C)C)[nH]n2)c(NC(C)=O)c1	106.0
O=C(Nc1ccc(Nc2ncnc3sc4c(c23)CCCC4)cc1)Nc1cccc(Cl)c1	99.0
COC(=O)CC[C@@H]1O[C@@H](c2ccc(F)cc2)[C@@H](O)[C@H]1O	113.2
CCCCCCOC(CN)C(Cl)(Cl)Cl (stereo unspecified)	100.7
N=c1n(Cc2ccccc2)c(N)cc(=O)n1Cc1ccccc1	11.3
COc1ccc(NC(=O)Nc2ccccc2F)cc1	93.6
C=C(C)[C@@H]1CC=C2c3sc(-c4ccc5c(c4)OCO5)nc3C[C@@H](C)[C@]2(C)C1	100.8
Cc1nc(Nc2ccc(Cl)cc2)c2cnn(-c3ccccc3)c2n1	101.8
COC(=O)C1=Nc2cc(OC)cc(OC)c2/C1=C\c1sc(=S)n(C(Cc2ccccc2)C(=O)O)c1O (stereo unspecified)	97.5
CCN(CC)CCCNC	93.1
Cc1c(NC(=O)CCCN2C(=O)/C(=C/c3cn(C)c4ccccc34)SC2=S)c(=O)n(-c2ccccc2)n1C	98.1
CCOC(=O)C(COS(C)(=O)=O)(COS(C)(=O)=O)C(=O)OCC	104.1
CCCCCCCC1CC(=O)OC1=O (stereo unspecified)	100.2
CCn1c(O)c(C=Nc2ccccc2)s/c1=N/Nc1ncc(CC(=O)Nc2ccccc2C)s1	97.2
OCc1[nH]nc2cc(Nc3ncc4ccc(Br)c(OC5CCC(O)CC5)c4n3)ccc12 (stereo unspecified)	-40.1*
COc1ccc(-c2c3c(nn2-c2ccc(S(N)(=O)=O)cc2)-c2ccc(OC)cc2CC3)cc1	98.3
CS(=O)(=O)Nc1cccc(-c2cc(-c3ccccc3Cl)c(C#N)c(N)n2)c1	8.6*
CC1(C)Cc2c(C#N)c(N)c3c(c2CO1)C(=O)OC3=O	109.9
SC(c1ccccc1)(c1ccccc1)c1ccccc1	98.7
C=C1C(=O)O[C@H]2[C@H]1CC/C(COC(=O)c1ccc(C(=O)O)s1)=C\CC[C@@]1(C)O[C@@H]21	-31.4*
O=C(CC1Sc2ccccc2NC1=O)NNc1cccc(Cl)c1Cl (stereo unspecified)	9.2*

Assay outcomes from PubChem BioAssay.

An excerpt. The share of hits here may be higher or lower than overall.
